Screening data (PubChem)
NRP1-CendR mod = alters CendR peptide binding to human NRP-1. O14786. FAM-RPARPAR peptide binding to NRP-1, fluorescence polarization. inhibition, % at 25 µM. 0.85% of 360,000 active. AID 602438;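 active means inhibition or corrected inhibition above about 18%, plus a signal ratio from 0.5 to 1.5, limit read from the data, passing the limit was not always enough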; further: strong numbers were not always called active
LMPTP inh = blocks human LMPTP phosphatase | P24666 | recombinant LMPTP-A, OMFP fluorogenic substrate, fluorescence intensity | inhibition, % at 20 µM | 0.22% of 360,000 active;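 active means compounds that cut the enzyme signal by at least half of the control window in the single-dose screen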;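 further: plate controls were DMSO wells with enzyme plus substrate for no effect and substrate without enzyme for full effect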
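Test system: LMPTP-A phosphatase enzyme; input: 0.625 nM LMPTP-A final; reagent: OMFP substrate, 400 µM final; compound dosing: 20 µM single dose, 3% DMSO; incubation: 50 min dark incubation at room temperature; measured by: endpoint fluorescence intensity from OMFP dephosphorylation; measure: % inhibition relative to no-enzyme and uninhibited control wells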
SKN-1 block = C. elegans SKN-1 inhibition | AID 624304 | inhibition, % at 21.8 µM | 0.49% of 360,000 active | C. elegans VP596 Pgst-4::GFP/RFP ratio, acrylamide-induced, 24 h;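 active means interference check ratio from 0.5 to 1.5 plus GFP to RFP signal ratio inhibition reaching or exceeding a fixed threshold, cut at about 30% in these data, passing the limit was not always enough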; further: some compounds called inactive have numbers as strong as hits
DNMT1 block = blocks human DNA methyltransferase DNMT1. AID 588458. inhibition (reported as % activation of signal), % at 10 µM. DNMT1 molecular beacon, Hinp1I cleavage, fluorescence. 0.83% of 360,000 active; in the data active means inhibition above about 50%
STEP block = blocks human striatal-enriched tyrosine phosphatase; recombinant STEP, OMFP fluorogenic substrate, fluorescence; inhibition, % at 20 µM; 0.25% of 360,000 active; AID 588621;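 active means inhibition at 20 µM, scaled per plate between control wells, above about 37%, limit read from the data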;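 further: 0% = DMSO with enzyme and substrate and 100% = substrate only without enzyme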
Target sequence (P54829 whole entry, looked up): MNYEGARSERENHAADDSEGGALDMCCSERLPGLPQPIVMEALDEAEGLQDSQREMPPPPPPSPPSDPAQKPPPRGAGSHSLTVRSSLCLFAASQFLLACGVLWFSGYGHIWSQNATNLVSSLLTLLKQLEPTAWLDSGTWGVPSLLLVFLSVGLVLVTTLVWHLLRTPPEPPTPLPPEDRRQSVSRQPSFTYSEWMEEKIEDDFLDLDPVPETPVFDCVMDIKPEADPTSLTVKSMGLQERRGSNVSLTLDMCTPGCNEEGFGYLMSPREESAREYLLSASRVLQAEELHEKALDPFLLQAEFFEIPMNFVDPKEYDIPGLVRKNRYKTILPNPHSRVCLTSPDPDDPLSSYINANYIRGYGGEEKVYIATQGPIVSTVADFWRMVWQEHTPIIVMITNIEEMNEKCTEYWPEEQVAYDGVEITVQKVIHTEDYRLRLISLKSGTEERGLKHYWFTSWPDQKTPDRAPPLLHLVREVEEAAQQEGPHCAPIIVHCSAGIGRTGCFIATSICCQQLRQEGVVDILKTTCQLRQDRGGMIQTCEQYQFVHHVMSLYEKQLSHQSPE
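material = STEP tyrosine phosphatase | reagent = fluorogenic phosphatase substrate OMFP at 25 µM final | doses = single compound dose of 20 µM, 1% DMSO final | schedule = 20 min reaction, room temperature, in the dark | measured by = fluorescence, 480/540 nm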
SUMO1-SIM PPI = modulators of human SUMO1-mediated protein-protein interactions. P63165. SUMO1 binding to a labelled peptide, TR-FRET, 1 h. inhibition, % at 20 µM. 0.33% of 360,000 active; in the data active means inhibition above about 37%
Target sequence (P63165 whole entry, looked up): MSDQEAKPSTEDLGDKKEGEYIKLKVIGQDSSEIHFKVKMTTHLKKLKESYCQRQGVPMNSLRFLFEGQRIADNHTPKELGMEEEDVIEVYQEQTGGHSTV
NadD inh = NadD (S. aureus) enzyme inhibition. purified NadD enzyme, colorimetric absorbance read-out. inhibition, % at 20 µM. 0.78% of 360,000 active. AID 602399; in the data active means inhibition above about 26%; further: some compounds past the cut are filed as inactive
MT1-MMP act inh = blocks activation of human MT1-MMP; 0.061% of 360,000 active; P50281; GFP/RFP ratio change, % at 20 µM; AID 651647; HT1080 RFP-PRO-GFP cells, GFP/RFP ratio fluorescence, overnight; percent of plate control window, DMSO zero;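 active means GFP/RFP ratio change of at least 30% with cell ATP level not reduced by more than half and red fluorescence within 50% of control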; further: strong numbers were not always called active
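Assay system: RFP-PRO-GFP reporter HT1080 cells; read-out basis: GFP/RFP fluorescence ratio; benchmarks: DMSO wells and RFP-L50D-GFP cells; doses: 20 µM single dose, 1% DMSO; schedule: overnight cell settling, then overnight compound exposure, 37 °C, 5% CO2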
Rpn11 inh = Rpn11 (human) deubiquitinase inhibition; O00487; human 26S proteasome, Ub4-pepOG fluorescence polarization; 20S core pre-blocked with epoxomicin; calls only at 20 µM; 0.59% of 360,000 active;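 active means inhibition at 20 µM, scaled to each plate's controls, above about 33%, limit read from the data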
Target sequence (O00487 whole entry, looked up): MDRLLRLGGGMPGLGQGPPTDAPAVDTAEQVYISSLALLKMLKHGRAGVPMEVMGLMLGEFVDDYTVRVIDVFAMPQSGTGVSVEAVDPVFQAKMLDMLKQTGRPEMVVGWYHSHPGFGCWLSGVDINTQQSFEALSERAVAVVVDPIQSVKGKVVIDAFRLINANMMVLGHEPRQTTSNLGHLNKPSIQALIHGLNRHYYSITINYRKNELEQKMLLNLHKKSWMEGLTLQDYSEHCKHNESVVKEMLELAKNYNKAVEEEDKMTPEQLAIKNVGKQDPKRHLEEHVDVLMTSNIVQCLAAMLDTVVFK
Scp1 inh = Scp-1 (human) phosphatase inhibition; Q9GZU7; Recombinant Scp1, phosphopeptide, malachite green phosphate absorbance; inhibition, % at 20 µM; 0.88% of 340,000 active;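 active means inhibition above about 50% at 20 µM, limit read from the data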;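 further: plate controls were DMSO wells with enzyme for no effect and wells lacking enzyme for full effect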
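Incubation: 45 min enzyme reaction at room temperature / System: truncated SCP-1 phosphatase (76-261aa) / Reagent: Phospho 17-mer peptide substrate / Buffer or medium: Acidic Tris acetate buffer with magnesium and detergent / Signal: absorbance at 630 nm / Doses: one concentration, 20 µM, with 1.0% DMSO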
Numbers without * were called inactive; i = inactive; nt = not tested or not shown.

SMILES	NRP1-CendR mod	LMPTP inh	SKN-1 block	DNMT1 block	STEP block	SUMO1-SIM PPI	NadD inh	MT1-MMP act inh	Rpn11 inh	Scp1 inh
CCCCOc1ccc(C2CC(=O)N(C)C2=O)cc1 (stereo not given)	19	-0.2	-7	3	1	-2	7	8	i	0
O=C1Nc2ccccc2CN2C(=O)c3cc(Cl)ccc3NC(=O)C12 (stereo not given)	0	-1.9	15	2	-6	2	-2	2	i	nt
COCCC(=O)N1CCc2ccc(NC(=O)c3ccc(C(F)(F)F)cc3)cc2C1	-3	-0.9	15	0	-1	-1	1	-7	i	-11
CC(C)C(C(=O)N1CCOCC1)N1C(=O)c2ccccc2C1=O (stereo not given)	-10	-2.4	3	2	1	-5	9	1	i	-1
Cc1ccc(-c2nnn(CC(=O)N(CC(=O)NC3CCCCC3)c3ccccc3F)n2)o1	-4	0.8	2	12	1	8	-14	1	i	-2
CC(C)(C)OC(=O)NNC(=O)NC12CC3CC(CC(C3)C1)C2	9	0.2	-13	8	0	0	1	0	i	-2
Cc1cccc(NC(=S)N=Nc2c(O)[nH]c3ccccc23)c1	10	0.4	-2	-10	1	12	10	8	i	-10
CCOc1ccc2ncc(C(=O)c3ccc(OC)cc3)c(N3CCN(CC)CC3)c2c1	-5	-3.6	0	11	-4	8	0	5	i	2
O=C(Nc1nccs1)C1CC2CCC1C2 (stereo not given)	1	-0.2	-2	1	1	1	3	-4	i	-1
COc1ccccc1C(C#N)N1N=C(C)CC1(C)C (stereo not given)	5	-2.2	-2	-1	-4	0	3	1	i	-15
Cc1cc(C)c2oc(=O)cc(CN3CCN(Cc4ccc5c(c4)OCO5)CC3)c2c1	2	0.6	3	0	3	-3	-4	-2	i	-3
O=c1[nH]c2cc(S(=O)(=O)CCO)ccc2o1	-1	-0.9	1	3	0	0	-4	2	i	-4
CCOC(=O)CSc1nnc(CNC(=O)c2cccs2)n1-c1ccccc1	-18	-1.6	9	2	1	2	2	9	i	5
CC(C)CN(C(=O)COC(=O)c1ccc2c(c1)OCO2)c1c(N)n(Cc2ccccc2)c(=O)[nH]c1=O	-1	-0.9	4	-2	-2	2	3	-5	i	2
O=C(Nc1cccc2c1CCCC2)c1ccc(Cl)c([N+](=O)[O-])c1	13	0.1	0	0	2	1	-8	4	i	-8
O=S(=O)(NC(=NCc1ccccc1)c1ccc(F)cc1)c1ccc(Cl)cc1	-6	1.7	8	0	-1	0	-6	3	i	-5
O=C(CN1CCOCC1)Nc1cc([N+](=O)[O-])ccc1Cl	2	-1.8	21	1	-2	-9	-6	-5	i	-7
Cc1ccc2c(CN3CCN(Cc4ccc5c(c4)OCO5)CC3)cc(=O)oc2c1C	4	1.3	-4	2	2	-1	2	-3	i	2
CCc1nnc(NC(=O)CSc2nc(-c3ccccc3)c(-c3ccccc3)o2)s1	-8	0.1	4	9	3	-1	-3	-10	i	-3
Oc1[nH]c2ccccc2c1N=Nc1cccc(Cl)c1	-19	0.8	6	5	-3	-4	-9	0	nt	-17
CN(CC(=O)NCC1CCCCC1)CC(=O)Nc1ccc(F)cc1	-2	-0.6	1	5	3	3	-3	-1	i	0
CCOC(=O)N1CCC(NC(=O)C2CCCN(C(=O)c3cc4sccc4n3C)C2)CC1 (stereo not given)	-22	-1.4	-11	2	-2	1	-1	-1	i	6
CN(C)C(CNC(=O)c1ccco1)c1cccs1 (stereo not given)	-19	-0.1	18	3	0	3	1	-3	i	-8
COc1cccc(C(=O)NCCSc2ccc(F)cc2)c1	-4	0.1	10	4	2	0	-2	-1	i	-11
COC(=O)c1cc(CSc2nc3ccccc3c(=O)n2C)oc1C	11	4.1	7	-2	0	-27	0	-5	i	-4

Full records, looked up by structure. Order of values: NRP1-CendR mod	LMPTP inh	SKN-1 block	DNMT1 block	STEP block	SUMO1-SIM PPI	NadD inh	MT1-MMP act inh	Rpn11 inh	Scp1 inh
`Cc1cc(C)c2oc(=O)cc(CN3CCN(Cc4ccc5c(c4)OCO5)CC3)c2c1` is entered as 2	0.6	3	0	3	-3	-4	-2	i	-3
`O=C(Nc1cccc2c1CCCC2)c1ccc(Cl)c([N+](=O)[O-])c1` is entered as 13	0.1	0	0	2	1	-8	4	i	-8
`Cc1cccc(NC(=S)N=Nc2c(O)[nH]c3ccccc23)c1` is entered as 10	0.4	-2	-10	1	12	10	8	i	-10

Individual results from the results shown:
COc1ccccc1C(C#N)N1N=C(C)CC1(C)C (stereo not given) – Scp1 inh: -15
Cc1ccc(-c2nnn(CC(=O)N(CC(=O)NC3CCCCC3)c3ccccc3F)n2)o1 – SUMO1-SIM PPI: 8
COc1cccc(C(=O)NCCSc2ccc(F)cc2)c1 – SUMO1-SIM PPI: 0

(list continues)
SMILES	NRP1-CendR mod	LMPTP inh	SKN-1 block	DNMT1 block	STEP block	SUMO1-SIM PPI	NadD inh	MT1-MMP act inh	Rpn11 inh	Scp1 inh
CCC(C)c1c(O)nc(SCC(=O)N2CCCCC2)[nH]c1=O (stereo not given)	4	-2.2	8	-1	-2	1	-8	2	i	-1
CN1CCN(S(=O)(=O)c2ccc(NC(=S)NC(=O)C3CC3)cc2)CC1	1	-1.3	-10	-2	4	1	-2	1	i	-9
CC(=O)N1CCC(N2CCN(c3ccccc3F)CC2)CC1	-3	-4.1	6	0	0	1	1	-1	i	1
CCCn1c(SCC(=O)c2cc(OC)ccc2OC)nnc1-c1ccco1	8	-0.2	3	0	0	0	1	-2	i	0
Cn1nnnc1SCC(=O)N1c2ccccc2CCc2ccccc21	6	-2.9	-4	1	1	-2	-6	-5	i	12
CN1/C(=C\C(=O)Nc2cccnc2)c2ccccc2CC1(C)C	5	-0.4	3	-3	-1	1	0	-5	i	-14
O=C(CNC(=O)c1cc(=O)[nH]c2ccc(S(=O)(=O)N3CCOCC3)cc12)Nc1ccc(F)c(F)c1	-20	-8.6	8	-9	-3	-21	4	-4	i	4
OC1CCN(Cc2cccc(Oc3ccccc3)c2)CC1	4	-0.9	-1	12	1	0	-8	5	i	3
Cc1sc(NC(=O)c2ccc(F)cc2)c(CN2CCCCCC2)c1C	-18	1.5	16	0	0	1	1	-28	i	-5
CCc1nnc(NC(=O)c2cccnc2SC)s1	11	-1.8	-6	1	-3	0	2	-2	i	-2
CC(C)CN1C(=O)/C(=C/c2cccs2)NC1=S	-17	-0.3	7	-1	5	-9	-3	3	i	-12
CC(C)N1CCC(N2CCN(Cc3ccc4nsnc4c3)CC2CCO)CC1 (stereo not given)	-6	0.0	11	1	1	-19	-2	2	i	20
COCCNC(=O)c1ccccc1NC(=O)COc1ccccc1	-4	-1.0	11	-1	-2	1	-7	3	i	-5
COc1ccccc1N(C(=O)c1snc(C(N)=O)c1N)C(C(=O)NC1CCCCC1)c1cccc(OC)c1OC (stereo not given)	1	-0.6	13	-3	2	-11	2	-14	i	-5
O=C(CSCCS(=O)(=O)c1ccc(Cl)cc1)Nc1ccccc1	19	-1.5	2	2	4	-2	-3	2	i	7
Cc1ccc(C)c(N2CCN(C(=O)C3CCN(S(=O)(=O)c4c(C)noc4C)CC3)CC2)c1	-10	0.6	-16	-2	0	-10	2	6	i	6
CN(CC(=O)Nc1ccc(F)cc1)C(=O)Cn1nnc(-c2ccccc2)n1	-8	-1.2	14	0	-2	-2	1	-2	i	-2
Nc1cccc(-c2nc3cc(S(=O)(=O)c4ccc5oc(-c6cccc(N)c6)nc5c4)ccc3o2)c1	17	1.1	1	-8	-2	5	16	-10	i	14
c1csc(-c2nnc(NC3CCCCC3)c3ccccc23)c1	1	-0.2	7	2	-2	-13	-2	-6	i	-1
CC1CCCCC1NC(=O)NC(=O)CCl (stereo not given)	9	-0.7	2	8	-4	0	-4	0	i	-3
Clc1ccccc1N1CCN(Cc2c[nH]c3ccccc23)CC1	8	-0.2	-20	-8	2	1	-9	-5	i	-7
Cc1cc(C)n(C)c(=O)c1C#N	-17	-1.9	-5	0	-5	2	-3	3	i	3
C=CCN1C(=O)C(Cc2cccc(Cl)c2)S/C1=N/N=C/c1ccco1 (stereo not given)	-6	3.4	10	-1	0	-6	1	-1	i	-17
O=C(OCn1nnc2ccccc2c1=O)c1ccc2ccccc2n1	5	-0.9	-11	2	-1	-11	6	3	i	3
CCCCCCC(NC(=O)Cc1ccc2ccccc2c1)C(=O)O (stereo not given)	-4	-2.0	6	6	-3	11	-5	-1	i	-1
The list goes on.
SMILES	NRP1-CendR mod	LMPTP inh	SKN-1 block	DNMT1 block	STEP block	SUMO1-SIM PPI	NadD inh	MT1-MMP act inh	Rpn11 inh	Scp1 inh
O=C(CSc1ccc(Cl)cc1)Nc1cccc(-c2nc3ccccc3[nH]2)c1	10	34	-5	29	1	1	23	3	i	-3
COC(=O)c1cc(C(=O)OC)cc(N2C(=O)CC(NNC(=O)c3ccccc3Br)C2=O)c1 (stereo not given)	-1	-1.3	-5	-14	0	2	-3	-3	i	-4
O=C(CN1CCC(n2nnc3cc(F)ccc32)CC1)NC1CCCCC1	-5	-1.3	14	-5	-1	-1	-5	-3	i	-7
Cc1nnc(SCC(=O)NNC(=O)c2ccccc2)n1Cc1ccccc1	7	-2.1	1	4	-4	1	2	0	i	-8
N/C(COc1ccc(Cl)cc1Cl)=N\O	3	-0.9	-15	0	-1	-2	-4	-1	i	-8
CCOC(=O)c1oc2ccccc2c1NC(=O)C1CCCCC1	1	0.7	2	6	2	0	-4	-3	i	-2
COc1cc(NC(=O)c2ccccc2Cl)c2ncccc2c1	3	2.4	12	-2	0	-1	-1	-9	i	-6

5 structures from above, arranged by SMILES length, descending.
SMILES	NRP1-CendR mod	LMPTP inh	SKN-1 block	DNMT1 block	STEP block	SUMO1-SIM PPI	NadD inh	MT1-MMP act inh	Rpn11 inh	Scp1 inh
COC(=O)c1cc(C(=O)OC)cc(N2C(=O)CC(NNC(=O)c3ccccc3Br)C2=O)c1 (stereo not given)	-1	-1.3	-5	-14	0	2	-3	-3	i	-4
O=C(CSc1ccc(Cl)cc1)Nc1cccc(-c2nc3ccccc3[nH]2)c1	10	34	-5	29	1	1	23	3	i	-3
O=C(CN1CCC(n2nnc3cc(F)ccc32)CC1)NC1CCCCC1	-5	-1.3	14	-5	-1	-1	-5	-3	i	-7
CCCCCCC(NC(=O)Cc1ccc2ccccc2c1)C(=O)O (stereo not given)	-4	-2.0	6	6	-3	11	-5	-1	i	-1
N/C(COc1ccc(Cl)cc1Cl)=N\O	3	-0.9	-15	0	-1	-2	-4	-1	i	-8
